Assay outcomes (PubChem BioAssay)
ARNT TACC3 PPI – disruptors of ARNT/TACC3 protein interaction, primary screen, biochemical, AlphaScreen, single concentration | AlphaScreen His-ARNT PAS-B/GST-TACC3 binding, luminescence; TACC3 fragment carries E629A point mutation | AID 623870, 2012 | Transforming acidic coiled-coil-containing protein 3 (Homo sapiens), Q9Y6A5 | 390,000 tested, 0.66% active | inhibition, % at 9.99 µM;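 active means mean inhibition of replicates at least 50% and at least half of replicates each reaching 50%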;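 further: 0% = complete ARNT plus TACC3 wells and 100% = ARNT alone without TACC3; many hits fall short of the cut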
PglD DTNB – C. jejuni PglD acetyltransferase inhibitors, primary screen, biochemical, DTNB colorimetric, single point; purified PglD enzyme, DTNB colorimetric CoA detection; inhibition, % at 12.5 µM; 360,000 tested, 0.098% active; AID 602405, 2012; in the data active means inhibition above about 16%, passing the limit was not always enough; further: strong numbers were not always called active
ERp5 inh – inhibitors of ERp5-driven insulin aggregation, primary screen, biochemical, turbidity, absorbance 650 nm, single point; Protein disulfide-isomerase A6 (Homo sapiens), Q15084; 90 min; inhibition, % at 9.99 µM; 350,000 tested, 0.05% active;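 active means mean replicate inhibition above about 25%, with every replicate also reaching it, limit read from the data, passing the limit was not always enough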
Casp6 inh – human caspase-6 inhibitors, primary screen, biochemical, VEID-R110 fluorescence, single point, set 2. P55212. purified caspase-6, Z-VEID-R110 cleavage fluorescence. inhibition, % at 12.5 µM. 350,000 tested, 0.53% active. AID 686996, 2013;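 active means mean inhibition across replicates at least about 35%, with every replicate also reaching that limit, limit read from the data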;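 further: 0% = median of neutral control wells and 100% = no fluorescence left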
RAD54 inh – inhibitors of human RAD54 branch migration, primary screen, biochemical, fluorescence, single point | DNA repair and recombination protein RAD54-like (Homo sapiens), Q92698 | RAD54 Holliday junction branch migration, FAM/BHQ fluorescence | inhibition, % at 10.4 µM | 360,000 tested, 0.14% active | AID 602329, 2012;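 active means mean normalized replicate activity at least 40 and at least half of replicates scoring 40 or more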;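 further: 0% = median of neutral control wells and 100% = median of positive control wells; inhibitors cause a drop in the FAM fluorescence signal; in these data hits start at about 50%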
RAD52 anneal inh – RAD52 DNA annealing inhibitors, primary screen, biochemical, FRET, single point, set 2; AID 651710, 2012; 360,000 tested, 0.46% active; DNA repair protein RAD52 homolog (Homo sapiens), P43351; recombinant RAD52 DNA annealing, FRET fluorescence; inhibition, % at 18.7 µM;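 active means every replicate showing at least 50% inhibition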
Target sequence (P43351 whole entry, looked up): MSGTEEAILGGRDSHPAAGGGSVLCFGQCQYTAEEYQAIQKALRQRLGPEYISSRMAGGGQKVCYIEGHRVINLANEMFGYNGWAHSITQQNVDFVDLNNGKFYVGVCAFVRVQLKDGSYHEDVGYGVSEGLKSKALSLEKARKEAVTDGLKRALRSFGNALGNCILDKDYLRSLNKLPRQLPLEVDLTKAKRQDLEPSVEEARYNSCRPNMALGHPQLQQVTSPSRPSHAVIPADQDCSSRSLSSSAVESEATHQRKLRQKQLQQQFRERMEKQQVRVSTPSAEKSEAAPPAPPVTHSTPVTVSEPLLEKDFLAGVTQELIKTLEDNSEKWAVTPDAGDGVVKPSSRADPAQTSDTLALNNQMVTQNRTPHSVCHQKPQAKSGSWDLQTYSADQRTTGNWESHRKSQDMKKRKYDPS
E-sel inducer – E-selectin induction in HUVECs, primary screen, imaging, HUVEC, immunofluorescence imaging, single point | P16581 | activation, % at 7.58 µM | 260,000 tested, 0.37% active | normalized: neutral wells 0, TNF-alpha wells 100;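 active means mean E-selectin-positive cell signal at least 10% of the positive control, reached in at least 60% of replicates, without over 20% cell loss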;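 further: in these data hits start at about 27%; measured in HUVEC primary endothelial cells; signal is the percent of cells scored E-selectin positive by PE staining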
Target sequence (P16581 whole entry, looked up): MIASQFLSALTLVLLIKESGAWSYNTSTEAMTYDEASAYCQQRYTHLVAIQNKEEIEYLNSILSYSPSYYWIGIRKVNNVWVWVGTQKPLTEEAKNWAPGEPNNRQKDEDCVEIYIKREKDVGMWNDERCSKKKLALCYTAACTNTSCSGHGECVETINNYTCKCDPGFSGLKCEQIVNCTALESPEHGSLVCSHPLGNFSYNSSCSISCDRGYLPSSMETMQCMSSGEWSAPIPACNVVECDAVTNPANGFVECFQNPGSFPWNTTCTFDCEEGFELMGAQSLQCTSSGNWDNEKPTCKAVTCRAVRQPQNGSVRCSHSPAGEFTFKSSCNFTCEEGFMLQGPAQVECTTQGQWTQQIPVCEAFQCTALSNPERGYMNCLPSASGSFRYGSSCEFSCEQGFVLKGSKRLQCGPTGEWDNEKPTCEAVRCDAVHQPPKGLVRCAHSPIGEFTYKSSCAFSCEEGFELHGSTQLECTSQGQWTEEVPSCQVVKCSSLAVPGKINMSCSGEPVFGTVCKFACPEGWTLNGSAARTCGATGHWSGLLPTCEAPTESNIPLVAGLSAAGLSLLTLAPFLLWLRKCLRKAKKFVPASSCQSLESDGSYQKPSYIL
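Read-out: % PE-positive cells | Test system: HUVEC | Doses: One compound dose added by pin transfer | Buffer or medium: EGM-2 over gelatin coat | Signal: Immunofluorescence imaging | Benchmarks: TNF-alpha, DMSO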
esBAF inh – Bmi1 luciferase reporter increase in mESCs, primary screen, esBAF inhibitor project, mouse ES cells, Bmi1 luciferase knock-in, single point; 24 h; 100% = twice the neutral-well signal; reporter increase, % at 12.5 µM; 350,000 tested, 2% active; AID 602393, 2012; in the data active means activation above about 40%;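 further: 0% = median of the plate's neutral control wells and 100% = double that signal; a rise in the Bmi1 reporter signal indicates esBAF inhibition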
The depositor's hits bear a star; . = no result given.

Labels used below: A = ARNT TACC3 PPI; B = PglD DTNB; C = ERp5 inh; D = Casp6 inh; E = RAD54 inh; F = RAD52 anneal inh; G = E-sel inducer; H = esBAF inh
> COc1ccc(CNC(=O)C2CCCN2)cc1OC (centres undefined)
  A: -7.8; B: .; C: -14.0; D: -1.9; E: .; F: 0.4; G: .; H: .

> CO[C@@H]1CN(C)C(=O)c2cc(NC(=O)C3CCC3)ccc2OC[C@@H](C)N(S(=O)(=O)c2ccc(Cl)cc2)C[C@H]1C
  A: -9.9; B: 1.1; C: 2.5; D: -0.8; E: -3.5; F: 7.8; G: 0.3; H: 3.3

> Cc1cc(C)c2nc(SCc3ccc([N+](=O)[O-])cc3)nc(C)c2c1
  A: -2.9; B: 4.7; C: .; D: .; E: 0.3; F: .; G: .; H: 6.1

> NC(=S)NN=Cc1ccc(OC(=O)COc2cc(Cl)c(Cl)cc2Cl)cn1
  A: .; B: 1.0; C: -6.2; D: 19.1; E: -5.1; F: -30.1; G: 0.1; H: -26.6

> CO[C@@H]1CN(C)C(=O)c2ccc(NS(=O)(=O)c3ccc(-c4ccccc4)cc3)cc2OC[C@H](C)NC[C@@H]1C
  A: 0.9; B: 0.5; C: 3.1; D: 0.6; E: 10.1; F: 10.9; G: 0.3; H: 1.6

> Cc1ccc(S(=O)(=O)N(C)C[C@H]2Oc3ccc(N(C)C)cc3C(=O)N([C@H](C)CO)C[C@H]2C)cc1
  A: -1.3; B: 8.3; C: 10.4; D: -0.4; E: 7.3; F: -0.6; G: -13.0; H: -4.8

> CC(C)CCNC(=O)COC(=O)c1ccc(Br)o1
  A: -5.1; B: -4.7; C: 2.2; D: 2.9; E: -21.0; F: 7.4; G: .; H: -2.1

> O=C(c1ccccn1)N1C[C@@H]2[C@H](c3ccccc31)[C@H](CO)N2C(=O)Cc1ccccc1
  A: 16.1; B: -0.7; C: -3.1; D: 3.2; E: 0.9; F: -12.2; G: -0.5; H: -0.6

> O=C(N[C@@H]1C=C[C@@H](CC(=O)N2CCC(Cc3ccccc3)CC2)O[C@H]1CO)c1cnccn1
  A: 4.4; B: -1.0; C: -0.5; D: -0.3; E: 3.4; F: -3.5; G: 1.5; H: -0.9

> COc1ccc(NC(=O)COC(=O)C2CC3C=CC2C3)cc1 (centres undefined)
  A: -0.8; B: .; C: 8.3; D: 6.2; E: .; F: -8.2; G: .; H: .

> O=C(N/N=C/C(Br)=C/c1ccccc1)C1CC1
  A: 0.8; B: .; C: 3.0; D: 1.3; E: .; F: -14.7; G: -2.4; H: .

> CC1CC(C)CN(C(=O)C(NS(=O)(=O)c2ccc3c(c2)oc(=O)n3C)C(C)C)C1 (centres undefined)
  A: -3.7; B: 2.8; C: -2.8; D: 6.1; E: 7.1; F: -26.1; G: .; H: 3.4

> CCN(CC(=O)N1CCCC1)S(=O)(=O)c1ccc(OC)cc1
  A: -0.1; B: 2.8; C: -1.2; D: -2.1; E: -12.7; F: -14.5; G: 0.9; H: 5.7

> Cc1nc(SCC(=O)NCc2ccc3c(c2)OCO3)c(C#N)c2c1CCCC2
  A: -4.1; B: 3.3; C: .; D: .; E: 1.8; F: .; G: .; H: -3.2

> c1cc(C2CCCCC2)ccc1Oc1nc(N2CCOCC2)nc(N2CCOCC2)n1
  A: -1.2; B: -3.7; C: .; D: .; E: 10.1; F: .; G: .; H: 0.1

> CC(O)(c1cccc(F)c1)c1nc(-c2cccc(C#N)c2)cs1 (centres undefined)
  A: .; B: 3.5; C: 2.6; D: -1.8; E: -3.2; F: -7.7; G: -0.4; H: -5.2

> OC(c1cccs1)c1nccc2ccccc12 (centres undefined)
  A: 1.9; B: -10.0; C: .; D: .; E: -5.5; F: .; G: .; H: 18.7

> O=[N+]([O-])c1ccc(F)cc1OCc1cccc(S(=O)(=O)N2CCOCC2)c1
  A: 4.6; B: .; C: 2.4; D: -2.9; E: .; F: -12.3; G: 0.0; H: .

> O=c1c(Cl)c(N2CCN(c3ccccc3)CC2)cnn1C12CC3CC(CC(C3)C1)C2
  A: 0.2; B: 5.7; C: .; D: .; E: 3.1; F: .; G: 0.0; H: .

> C[C@H](CO)N1C[C@H](C)[C@H](CN(C)Cc2ccccc2)Oc2ccc(NC(=O)CCCN(C)C)cc2C1=O
  A: -5.9; B: 2.3; C: 5.6; D: 1.3; E: 2.9; F: -6.4; G: 0.0; H: 1.0

> C#CCOCCOCCOCCNc1nc(N2CCN(C(=O)[C@H]([C@@H](C)CC)n3cc([C@@H](N)Cc4ccc(O)cc4)nn3)CC2)nc(N2CCN(C(=O)[C@H]([C@@H](C)CC)n3cc([C@@H](N)Cc4ccc(O)cc4)nn3)CC2)n1
  A: 4.2; B: 2.3; C: 5.7; D: -0.9; E: 2.5; F: -4.0; G: 0.0; H: 5.5

> Nc1c(Cl)cc(-c2csc(N3CCCC3c3nc4cc(Cl)c(Cl)cc4n3CCCO)n2)cc1Cl (centres undefined)
  A: -3.7; B: -5.4; C: 7.6; D: -0.2; E: 5.3; F: -20.3; G: 0.1; H: -0.3

> Cc1nc2ccc(NS(=O)(=O)c3ccc(F)c(C)c3)cc2[nH]1
  A: -2.6; B: -3.9; C: -4.4; D: -0.6; E: -5.9; F: 7.2; G: -0.1; H: -10.4

> Cc1cccc(C(=O)NC2CCN(S(=O)(=O)c3ccccc3)CC2)c1
  A: 0.9; B: .; C: -0.1; D: 1.5; E: 11.5; F: -19.6; G: -1.0; H: -2.8

> COc1cccc(CNc2ccc(S(N)(=O)=O)cc2)c1OCc1ccccc1F
  A: 6.5; B: .; C: 2.1; D: -2.3; E: .; F: -3.0; G: -0.3; H: .

> O=C(c1ccc(F)cc1)N1CC(=O)N2[C@@H](CO)[C@@H](c3ccc(C4=CCCC4)cc3)[C@@H]2C1
  A: .; B: .; C: -0.2; D: 0.2; E: .; F: -3.8; G: 0.8; H: .

> CC(C)(C)c1nc(N2CCN(C(=O)c3ccco3)CC2)c2nnn(Cc3ccccc3)c2n1
  A: 1.6; B: -1.4; C: .; D: .; E: -6.4; F: .; G: .; H: 3.2

> CCOC(=O)CCCNC(=O)c1cncc(O)c1
  A: -2.6; B: -0.1; C: .; D: .; E: 3.6; F: .; G: .; H: -12.9

> NC(=O)c1ccc(NC(=O)CNC(c2ccccc2)c2ccccc2)cc1
  A: -2.3; B: -2.8; C: 5.9; D: -3.2; E: 8.1; F: -21.4; G: 0.0; H: -0.3

> CSc1nc2ccccc2n1CC(=O)Nc1ccc(C)c(C)c1
  A: -8.1; B: .; C: 2.7; D: 0.3; E: .; F: -2.0; G: .; H: .

> CCCCN1CC(N2CCN(Cc3ccccc3)CC2)CS1(=O)=O (centres undefined)
  A: .; B: 5.0; C: -3.2; D: -11.4; E: -7.7; F: -6.1; G: .; H: 3.4

> C[C@H](CO)N1C[C@H](C)[C@H](CN(C)C(=O)CN(C)C)Oc2cc(C#CCN(C)C)ccc2S1(=O)=O
  A: -3.9; B: 0.0; C: 2.1; D: 4.2; E: -18.4; F: 2.9; G: 0.5; H: -0.2

> CNC(=O)c1ccc(-n2cccn2)nc1
  A: 34.3; B: .; C: 2.0; D: -3.4; E: .; F: -11.6; G: .; H: .

> C=CCN1C(=O)[C@]2(O[C@H](CCn3cc(CCO)nn3)[C@@H]([Si](C)(C)c3ccc(OC)cc3)[C@@H]2C)c2cc(N3CCOC3=O)ccc21
  A: 3.2; B: 1.3; C: -3.2; D: 3.1; E: -4.7; F: 4.1; G: .; H: .

> CCN(CC)S(=O)(=O)c1ccc(N2CCOCC2)c(NC(=O)COc2ccc(OC)cc2)c1
  A: 0.3; B: -1.2; C: 0.3; D: 1.3; E: 2.1; F: -16.8; G: .; H: 14.9

> CCOC(=O)/C=C(C)\C=C\c1c[nH]c2ccccc12
  A: -18.6; B: .; C: 1.9; D: -0.2; E: .; F: -9.7; G: .; H: .

> COc1ccc(CCNC(=O)CN(c2ccccc2OC)S(=O)(=O)c2ccc(C)cc2)cc1
  A: .; B: 0.8; C: -5.1; D: 1.6; E: 3.3; F: 9.5; G: -1.4; H: -2.5

> CNC[C@@H]1Oc2ccc(NC(=O)CCCN(C)C)cc2C(=O)N([C@@H](C)CO)C[C@H]1C
  A: 0.6; B: -0.3; C: -0.9; D: -47.0; E: -34.2; F: -4.2; G: -0.1; H: -1.8

> COc1ccc2c(CC(=O)NC(Cc3ccc(Cl)cc3)C(=O)O)cc(=O)oc2c1C (centres undefined)
  A: -1.9; B: 4.6; C: 2.4; D: 3.9; E: -2.4; F: -13.3; G: .; H: -3.2

> COc1cc(OC)c(-c2nc3c[n+](CC(=O)c4ccccc4)ccc3n2C)cc1OC
  A: 4.9; B: -3.7; C: .; D: .; E: 5.3; F: .; G: .; H: -3.6

> C=CC[C@@H](CC(=O)NCCO)C(=O)N[C@@H](C)COC(=O)[C@H](CC=C)CC(=O)OC(C)(C)C
  A: -0.8; B: -0.5; C: 5.3; D: -4.7; E: -8.9; F: -1.3; G: .; H: 0.5

> CO[C@H]1CN(C)C(=O)c2ccc(NC(=O)Nc3cccc(Cl)c3)cc2OC[C@H](C)NC[C@@H]1C
  A: 19.8; B: 8.5; C: 0.1; D: -1.0; E: 9.8; F: 33.7; G: -0.2; H: 0.8

> O=C(CN1c2cccc3cccc(c23)S1(=O)=O)Nc1ccc(S(=O)(=O)N2CCOCC2)cc1
  A: -4.9; B: -3.2; C: .; D: .; E: 0.3; F: .; G: .; H: -1.2

> CCCNC(=O)N1CC2(CN(CC3CCOCC3)C2)c2c([nH]c3cc(OC)ccc23)[C@H]1CO
  A: .; B: .; C: 0.0; D: -0.7; E: .; F: 7.7; G: 0.0; H: .

> O=C(c1ccccc1)c1ccc(C(=O)N2CCN(c3ccccc3)CC2)cc1
  A: .; B: -5.6; C: -1.9; D: -0.8; E: -1.8; F: -13.5; G: 0.0; H: -4.1

> COc1ccc(S(=O)(=O)Nc2ccc3c(c2)C(=O)N([C@H](C)CO)C[C@H](C)[C@@H](CN(C)CC2CCCCC2)OCCCC[C@H](C)O3)cc1
  A: -11.7; B: 0.5; C: .; D: .; E: 5.4; F: .; G: 0.0; H: 2.6

> COc1ccc(Cc2nnc(SCC(=O)N(c3ccccc3)C(C)C)n(N)c2=O)cc1
  A: 0.8; B: -8.9; C: -2.8; D: -0.3; E: 0.3; F: -2.1; G: -2.0; H: 1.7

> O=C1C=C(/C=C/C2C=CC=CC2)C[C@@H](c2ccc(Cl)cc2)C1 (some centres undefined)
  A: 10.5; B: -4.0; C: -0.5; D: 2.3; E: -1.7; F: -93.0; G: .; H: 5.1

Some values from the entries so far.
Result of CCOC(=O)/C=C(C)\C=C\c1c[nH]c2ccccc12 under ERp5 inh: 1.9
Result of CCCNC(=O)N1CC2(CN(CC3CCOCC3)C2)c2c([nH]c3cc(OC)ccc23)[C@H]1CO under Casp6 inh: -0.7
Result of CO[C@H]1CN(C)C(=O)c2ccc(NC(=O)Nc3cccc(Cl)c3)cc2OC[C@H](C)NC[C@@H]1C under Casp6 inh: -1.0

Some of the entries above, set out differently:
SMILES	ARNT TACC3 PPI	PglD DTNB	ERp5 inh	Casp6 inh	RAD54 inh	RAD52 anneal inh	E-sel inducer	esBAF inh
CO[C@H]1CN(C)C(=O)c2ccc(NC(=O)Nc3cccc(Cl)c3)cc2OC[C@H](C)NC[C@@H]1C	19.8	8.5	0.1	-1.0	9.8	33.7	-0.2	0.8
CNC(=O)c1ccc(-n2cccn2)nc1	34.3	.	2.0	-3.4	.	-11.6	.	.
